OPRM1-OPRD1 ag – OPRM1-OPRD1 heterodimerization agonism | P35372+P41143 | cells, luminescence | 340,000 tested, 0.3% active | activation, % at 9.3 µM | AID 504326; in the data active = activation above about 18%;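 also: 0% = vehicle-treated cells and 100% = reference agonist; values of inactives mirror those of a sister screen read the other way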
RTF Ca sens inh – cardiac RTF calcium desensitization. P19429+P45379. IANBD-labeled cardiac RTF, Ca2+ fluorescence. inhibition, % at 7.15 µM. 340,000 tested, 0.12% active. AID 493244;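 active = inhibition above the mean inhibition of all tested compounds plus 3 SD, cut at about 17% in these data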;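 also: assay run at fixed EC70 calcium of 1.6 mM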
Keap1-Nrf2 PPI – Keap1-Nrf2 (human) interaction inhibition; Keap1 Kelch-Nrf2 peptide fluorescence polarization, 1536-well; Q14145; 340,000 tested, 0.15% active; inhibition, % at 9.4 µM; in the data active = inhibition above about 12%;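 also: human Keap1 Kelch domain with fluorescein labeled Nrf2 9mer peptide probe; 0% = neutral control wells and 100% = peptide positive control; higher means more block of Keap1 binding to Nrf2 peptide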
Target sequence (Q14145 whole entry, looked up, the tested form may be a part): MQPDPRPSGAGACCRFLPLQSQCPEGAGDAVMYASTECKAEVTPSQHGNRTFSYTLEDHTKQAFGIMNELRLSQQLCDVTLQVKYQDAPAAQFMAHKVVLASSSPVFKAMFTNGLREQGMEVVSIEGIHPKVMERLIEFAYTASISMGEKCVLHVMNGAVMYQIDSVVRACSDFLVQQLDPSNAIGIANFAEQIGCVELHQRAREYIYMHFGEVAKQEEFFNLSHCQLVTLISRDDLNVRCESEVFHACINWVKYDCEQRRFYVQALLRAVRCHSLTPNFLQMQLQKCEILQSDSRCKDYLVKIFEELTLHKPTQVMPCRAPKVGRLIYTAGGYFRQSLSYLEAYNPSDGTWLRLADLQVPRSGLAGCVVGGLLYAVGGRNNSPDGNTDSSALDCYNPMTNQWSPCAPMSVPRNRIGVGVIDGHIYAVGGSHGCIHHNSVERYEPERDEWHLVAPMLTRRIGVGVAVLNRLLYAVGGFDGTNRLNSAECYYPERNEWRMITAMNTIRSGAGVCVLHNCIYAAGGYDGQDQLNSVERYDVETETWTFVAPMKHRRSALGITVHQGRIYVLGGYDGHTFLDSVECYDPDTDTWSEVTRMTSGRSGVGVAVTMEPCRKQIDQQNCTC
Wnt bcat act – activates Wnt/beta-catenin signaling in a reporter cell assay; activation, % at 9.35 µM; activator, plate reader; 300,000 tested, 1.2% active; in the data active = activation above about 30%, passing the limit was not always enough;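 also: 0% = neutral control wells and 100% = positive control wells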
V-ATPase pHluor – regulators of yeast V-ATPase proton transport; 350,000 tested, 0.37% active; response, % at 10 µM; S. cerevisiae, pHLuorin cytosolic pH fluorescence; in the data active = response mostly above about 7.3%, no sharp cut-off; inactive = mostly below about 5.4%; also: actives read high; inactives centre near 0; some compounds called inactive have numbers as strong as hits; reference of the scale not given here
Arrestin-AP2 inh – blocks beta-arrestin peptide binding to AP2 adaptin. inhibition, % at 10 µM. 340,000 tested, 0.31% active. FITC-arrestin peptide / GST-AP2 beads, flow cytometry; AP2 beta2 appendage carries R879A mutation. AID 504490;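 active = inhibition above a set limit, near 3 SD of compounds lacking own fluorescence, cut at about 54% in these data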;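 also: plate controls were DMSO wells for no effect and 5 µM unlabelled arrestin peptide for full effect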
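System: GST-AP2 R879A glutathione beads; medium: PBS, Tween 20 0.05%, BSA 0.1%; reagent: fluorescein-tagged arrestin peptide at 50 nM final; schedule: pre-incubation 12 min, peptide binding 1 h, room temperature; detection: flow cytometry, FL1 (488/535 nm); read-out: inhibition as reduced fluorescein signal on beads, percent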
OPRM1-OPRD1 inv – mu-delta opioid heterodimer inverse agonism | inhibition, % at 9.3 µM | AID 504357 | P35372+P41143 | 340,000 tested, 0.21% active | cell-based MOR-DOR heterodimer luminescence; in the data active = inhibition above about 22%, passing the limit was not always enough;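 also: 0% = cells with DMSO and 100% = wells without cells with DMSO; values of inactives mirror those of a sister screen read the other way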
LANA DNA inh – blocks KSHV LANA C-terminal domain binding to DNA. AID 504423. 340,000 tested, 0.078% active. MBP-C-LANA/FAM-LBS DNA binding, fluorescence polarization. inhibition, % at 9 µM;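 active = highest replicate inhibition at or above 60% at 9 µM, even if other replicates fall short; inactive = all replicates below 60% inhibition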;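 also: 0% = neutral control wells and 100% = 4 µM acridine orange control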
DSG3 Ab inh – human desmoglein-3 autoantibody binding inhibition; P32926; DSG3-coupled beads, scFv-anti-DSG3-GFP binding, flow cytometry; stronger effect = lower value; binding (percent of control), % at 10 µM; 310,000 tested, 0.48% active; AID 588358;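 active = binding more than 3 SD below its plate's average and above zero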;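 also: hits lower antibody fragment binding to DSG3; some compounds called inactive have numbers as strong as hits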
RTF Ca sens act – increases calcium sensitivity of human cardiac regulated thin filaments. P19429+P45379. IANBD-labeled TnC RTF fluorescence at EC20 calcium; 0% EC20 calcium, 100% full calcium. activation, % at 7.2 µM. 340,000 tested, 0.24% active. AID 493008;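 active = activation above the mean over all tested compounds plus 3 SD, cut at about 30% in these data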;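 also: rise in fluorescence read as greater calcium sensitivity of cardiac thin filaments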
An asterisk follows results filed as active; . = no result given.

SMILES	Arrestin-AP2 inh	RTF Ca sens inh	OPRM1-OPRD1 inv	Wnt bcat act	Keap1-Nrf2 PPI	DSG3 Ab inh	OPRM1-OPRD1 ag	V-ATPase pHluor	LANA DNA inh	RTF Ca sens act
O=C(NCC1CCN(Cc2cccc(Cl)c2)CC1)C1CCCN(c2ncnc3c2nc2n3CCCCC2)C1 (centres undefined)	1	-5	-5	-2	2	.	0.9	-2	-1.5	0
Cc1ccccc1OCCC(=O)N(CC(C)C)c1c(N)n(Cc2ccccc2)c(=O)[nH]c1=O	19	1	7	-1	0	101	-1.8	-2	-1.0	-7
Cc1oc(-c2ccccc2Cl)nc1CS(=O)(=O)CC(=O)NCCN1CCOCC1	-9	-3	-4	-2	-7	110	0.8	0	0.6	5
Nc1ccc(S(N)(=O)=O)cc1N	10	-9	-22	3	-2	94	4.1	-3	-0.5	30*
COC(=O)[C@H](Cc1ccccc1)NC(=O)Cn1ccc(NC(=O)OCc2ccccc2)nc1=O	15	-11	17	-2	-2	109	-2.9	2	1.1	3
CN(C(=O)CN1C(=O)S/C(=C\c2cccc(Cl)c2)C1=O)C1CCS(=O)(=O)C1 (centres undefined)	-7	2	16	-2	-4	97	-3.1	-1	1.9	-7
COc1ccc(C2C(C(=O)c3ccco3)=C(O)C(=O)N2CC2CCCO2)cc1OC (centres undefined)	-2	-1	17	-3	-4	101	-3.2	-2	-1.1	-7
O=C(CN1C(=O)c2cccc3cccc1c23)Nc1ccccc1C(=O)NCc1ccco1	37	-1	3	-2	2	99	-0.5	13	0.2	-5
O=[N+]([O-])c1cc(S(=O)(=O)N2CCOCC2)ccc1OCc1ccccc1C(F)(F)F	-12	2	5	-5	-2	93	-0.8	2	-0.5	-12
COc1ccccc1N1CCN(CC(=O)c2c(C)[nH]c3ccccc23)CC1	-4	-19	-1	-3	-1	99	0.2	-4	0.6	0
COc1ccc(C)cc1S(=O)(=O)N1CCC(C(=O)NCCc2ccccc2)CC1	-1	-13	17	.	-2	105	-3.4	1	-1.3	-1
Cc1ccc(NC(=O)C2CCN(S(=O)(=O)c3ccc(Cl)c(C(F)(F)F)c3)CC2)nc1	1	-24	-36	2	0	102	7.4	-7	0.6	-4
O=C(CSc1ccc(-c2ccccn2)nn1)c1ccccc1	-3	-1	10	-2	-1	96	-1.9	-2	1.6	-2
C=CCNc1nc(NCCN2CCOCC2)nc(OC)n1	-1	4	0	-3	-6	.	-0.1	-5	-2.7	-7
CN(CC(=O)N1CCN(c2ccccn2)CC1)S(=O)(=O)c1ccc(Cl)cc1	-6	-15	8	0	-2	.	-1.0	-2	-0.3	2
Cc1ccc(Cl)cc1N1CCN(C(=O)c2noc(C)c2[N+](=O)[O-])CC1	-2	-10	-75	0	5	104	15	0	0.6	6
Cc1cc(N)nc(C)c1C#N	-2	-8	0	-6	4	97	0.0	-5	0.0	-6
Cc1cccc(NC(=O)c2ccc3c(c2)C(=O)N(c2ccccn2)C3=O)c1C	14	2	12	0	-2	.	-2.3	2	-0.5	-3
CC(=O)c1c(N=CN(C)C)nc(C)nc1-c1ccccc1	20	-1	12	0	-1	107	-2.1	2	3.0	0
CCCNC(=O)c1cc(Cl)c(NC(=O)C2=C(C)OCCS2)cc1OC	32	1	15	3	-2	90	-2.7	-2	2.4	-3
Cc1ccc(N(C)C(=O)N2CCN(S(=O)(=O)c3ccc4ccccc4c3)CC2)cc1	26	-5	2	0	-1	97	-0.4	6	0.4	8
Cc1ccc(-c2cn(-c3ccccc3)c(=S)[nH]2)cc1C	-10	-1	-10	38*	-6	95	1.8	2	-1.1	-4
Cc1ccc(C(=O)COC(=O)C(C)N2C(=O)C3C4C=CC(C4)C3C2=O)cc1C (centres undefined)	-4	-6	-11	-1	-1	99	1.5	4	-0.4	3
Cc1ccc(Oc2ccc(C(=O)NCc3ccncc3)cc2)cc1	0	-16	-17	.	1	166	2.4	.	-0.6	-3
CCOC(=O)c1c(NC(=O)COC(=O)c2ncc(Cl)c(Cl)c2Cl)sc(C(=O)N(C)C)c1C	6	-16	1	.	-3	118	-0.2	1	-0.4	1
Cc1ccc(NC(=O)c2cc(-n3cnnc3)ccc2Cl)c(C)c1	2	0	2	-2	-1	102	-0.4	-1	-0.6	4
CCc1cccc(C)c1NC(=O)CN1C(=O)c2ccccc2S1(=O)=O	1	-1	6	-5	5	101	-1.1	0	-0.1	4
CC1CC(C)CN(CCCNC(=O)C2CCN(c3nnc(-n4cccc4)s3)CC2)C1 (centres undefined)	14	1	13	0	4	100	-2.4	-2	-1.1	-3
CC(C)Oc1ccc(CNC(=O)Cn2ccc3cc(S(=O)(=O)N4CCCC4)ccc32)cc1	-8	-2	4	-1	0	.	-0.8	3	-0.1	0
Cc1ccc(C(c2nnnn2CS(=O)(=O)c2ccc(C)cc2)N2CCC(C(N)=O)CC2)cc1 (centres undefined)	1	-1	4	-5	-3	103	-0.8	-2	-0.5	1
COc1ccc(OCCc2nnc(N)s2)cc1	-14	5	7	-6	-2	100	-1.3	3	-0.6	-5
COc1ccccc1CC(=O)Nc1cccc(C)n1	-31	-6	13	1	-2	118	-2.6	-1	-1.9	-4
CN(C)c1ccc(Sc2nnc(NC(=O)Nc3ccc(Cl)cc3Cl)s2)cc1	10	-5	14	-5	-2	95	-2.6	6	0.4	3
Cc1nc(C)c(C(=O)NNC(=O)c2ccc(Br)cc2)s1	-6	-17	1	-2	7	104	-0.2	2	1.6	8
Cc1ccn(CC(=O)N2CCCC(N3CCN(c4ccccc4F)CC3)C2)n1 (centres undefined)	0	5	-1	3	1	98	0.2	-2	-0.8	4
Cc1cccc(C(=O)NCCCNC(=O)c2cccnc2)c1	-4	13	3	-4	-2	.	-0.6	5	0.3	5
Cc1cccc(C)c1N=C1SC(CC(=O)Nc2c(C)cccc2C)C(=O)N1CCc1ccccn1 (centres undefined)	21	-9	16	-4	-3	103	-2.7	4	-0.7	-10
O=C(N/C(=C\c1cccnc1)C(=O)N1CCOCC1)c1cccc(Br)c1	-6	-4	7	-2	-8	.	-1.4	-2	-1.4	-1
Cn1c(=O)[nH]c(=O)c2c1nc(N1CCCCCC1)n2CC(N)=O	0	2	.	.	-5	101	.	2	0.3	4
CCOC(=O)C1CCN(c2c(NCc3ccc(C(=O)NCCC(C)C)cc3)c(=O)c2=O)CC1	-6	1	5	.	-1	117	-1.2	4	0.5	-2
COC(=O)c1[nH]c(C)c(/C(O)=C2\C(=O)C(=O)N(CCN(C)C)C2c2ccco2)c1C (centres undefined)	-4	-3	1	3	4	100	-0.1	7	5.1	2
CN(CC(=O)Nc1ccc(F)cc1)C(=O)COC(=O)C1=COCCO1	-12	-6	8	1	1	95	-1.1	-1	1.4	0
CCCS(=O)(=O)N1CCN(Cc2ccc(OCc3ccccc3)c(OC)c2)CC1	-2	-6	-2	.	-5	119	0.4	-1	-1.3	-5
CC(=O)c1ccc(N=C2C(=O)Nc3ccccc32)cc1	-6	1	53*	0	-3	114	-11	2	11	-8
Cc1ccc(CNC(=O)C(=O)Nc2nccs2)cc1	10	-5	3	1	3	89	-0.4	1	-1.8	-1
Cc1ccccc1NC(=O)C(=O)NNC(=O)COc1ccc2ccccc2c1	14	-4	8	0	1	98	-1.6	-2	1.1	5
CCN(C[C@H]1N[C@@](C)(C(=O)OC)[C@H]2C(=O)N(C)C(=O)[C@@H]12)C(=O)COC	45	-6	-4	-1	7	97	0.9	-1	-2.5	-9
COc1ccc2ccccc2c1C1NC(=O)c2ccccc2N1 (centres undefined)	9	2	15	-6	2	93	-3.4	0	1.8	-6
CCCn1c(=O)c2sccc2n2c(CCCC(=O)NCC3CCCO3)nnc12 (centres undefined)	33	-6	3	-1	-3	.	-0.6	0	0.5	1
Cc1cc(C)c2c(=O)[nH]n(C(C)C)c2n1	1	1	9	.	-8	99	-1.6	4	-0.2	13
CN1CCc2c(sc3c2c(=O)n(-c2cccc(Cl)c2)c2nncn32)C1	3	-11	13	.	-4	111	-2.3	-1	-1.1	-6
N#Cc1ccccc1NC(=O)CN1C(=O)NC(Cc2c[nH]c3ccccc23)C1=O (centres undefined)	-14	1	16	13	-7	105	-4.0	-4	-0.9	2
COc1ccccc1N(CC(=O)NCc1ccccc1)C(=O)CCC(=O)Nc1cc(C)ccn1	3	-7	4	-8	3	.	-0.7	1	0.5	4
COC(=O)c1ccc(C2NC(=S)N(c3ccccc3)C(C)=C2C(=O)Nc2ccccc2OC)cc1 (centres undefined)	-3	-2	8	6	2	-8.8*	-1.9	11*	1.0	0
CCOC(=O)Cn1c2ccc(OC)cc2c2nc3ccccc3nc21	23	-4	14	.	5	.	-2.6	-5	4.1	4
CCOC(=O)c1ccc(N2CCN(c3cc(C)ccc3C)CC2)c(N)c1	10	-1	11	2	-7	95	-2.2	2	1.3	11
C=CCOc1ccc(/C=C/C(C)=N\O)cc1	2	-3	9	38*	-5	99	-2.1	-2	0.5	4
O=C1c2ccccc2C(=O)N1Cc1nc(-c2ccccn2)no1	-2	-6	-4	.	1	101	0.7	-1	0.5	0
CCN(CC)C(=O)C(=O)N/N=C/c1ccc(F)cc1	18	-6	-2	-1	6	107	0.4	-3	-0.4	1
COC(=O)c1[nH]c2cccc(Cl)c2c1NC(=O)CN(C)C1CCCCC1	-2	-7	-11	-1	-2	.	2.5	1	1.1	0

Next part
SMILES	Arrestin-AP2 inh	RTF Ca sens inh	OPRM1-OPRD1 inv	Wnt bcat act	Keap1-Nrf2 PPI	DSG3 Ab inh	OPRM1-OPRD1 ag	V-ATPase pHluor	LANA DNA inh	RTF Ca sens act
Fc1ccc(/C=N/NC(=S)NCCc2ccccc2)cc1F	17	7	-15	-3	2	107	2.1	3	-0.3	-6
CC(=O)c1cccc(NC(=O)C(C)OC(=O)/C=C/c2cccs2)c1 (centres undefined)	3	-5	6	0	1	103	-1.0	-2	-1.1	2
Cc1ccc(C(=O)O/N=C/c2c(Cl)n(C)c3ccccc23)cc1	1	-11	-8	1	5	116	1.8	-2	-3.3	3
CCc1nc(N(CC)CC)c2oc3ccccc3c2n1	1	2	-4	2	-4	106	0.7	2	2.0	-3
CCN(CC(=O)Nc1c(F)cccc1F)C(=O)c1ccc(C#N)cc1	2	-4	11	-2	-3	95	-2.4	4	-1.2	-4
CCC(=O)c1ccc(OCC(O)Cn2c(C)nc3ccccc32)cc1 (centres undefined)	7	-5	-1	-6	3	103	0.2	-1	0.9	-4
